dFosB act – activators of delta FosB homodimer, primary screen, biochemical, fluorescence polarization, TAMRA-CDK5 oligo, single point; Protein FosB (Mus musculus), P13346; AID 493131, 2011; purified delta FosB; percent of positive-control signal above neutral wells; activation, % at 25 µM; 0.99% of 340,000 active;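 active = mean activation above about 17%, with every replicate also reaching it, limit read from the data, passing the limit was not always enough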;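 also: fluorescence polarization rise as delta FosB binds a TAMRA Cdk5 AP-1 oligo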
MITF TRPM1 HTS – activators of MITF-driven TRPM1 promoter reporter, primary screen, cell-based, SK-MEL-5, luciferase, single point; SK-MEL-5 TRPM1-promoter luciferase, 24 h; % of positive control, neutral wells = 0; activation, % at 12.5 µM; 0.75% of 300,000 active; AID 588334, 2011;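 active = mean activation of at least 80% with every replicate also reaching 80%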;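 also: 0% = neutral control wells and 100% = parthenolide positive control wells; values of inactives mirror those of a sister screen read the other way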
Arrestin-AP2 inh – inhibitors of beta-arrestin/AP2 binding, primary screen, biochemical, GPCR trafficking, flow cytometry; beta-arrestin 1 C-terminal peptide binding to AP2 beta2-adaptin appendage (human); FITC-arrestin peptide / GST-AP2 beads; AP2 beta2 appendage carries R879A mutation; inhibition, % at 10 µM; 0.31% of 340,000 active; AID 504490, 2011;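 active = inhibition above a set limit, near 3 SD of compounds lacking own fluorescence, cut at about 54% in these data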;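 also: plate controls were DMSO wells for no effect and 5 µM unlabelled arrestin peptide for full effect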
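Test system: GST-tagged AP2 beta2-adaptin appendage (R879A) on 4 µm glutathione beads; also added: fluorescein-tagged arrestin peptide at 50 nM final; timing: 12 min plus 1 h, RT; signal: flow cytometry, FL1 (488/535 nm); read-out: percent drop in bead-associated FITC signal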
Pemphigus Ab inh – inhibitors of pemphigus antibody binding to DSG3, primary screen, biochemical, bead-based, flow cytometry, scFv-GFP; Desmoglein-3 (Homo sapiens), P32926; binding (percent of control), % at 10 µM; AID 588358, 2011; 0.48% of 310,000 active; DSG3-coupled beads, scFv-anti-DSG3-GFP binding; hits give low values;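 active = binding more than 3 SD below its plate's average and above zero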;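 also: hits lower antibody fragment binding to DSG3; some compounds called inactive have numbers as strong as hits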
Mot1-301 SUMO – yeast Mot1-301 growth rescue at high temperature, primary screen, SUMOylation pathway inhibitor project, S. cerevisiae, ATP luminescence, 38.5C; S. cerevisiae Mot1-301 growth rescue; percent above DMSO median, 100 means doubled; growth rescue, % at 18.8 µM; 1% of 320,000 active;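 active = every valid replicate shows activation above 250% relative to neutral control wells; inactive = the rest, any valid replicate at or below 250%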;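 also: OY570 slx delta 5 strain wells were the positive control but not used for scaling; some compounds called inactive have numbers as strong as hits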
NSD2 inh – NSD2 histone methyltransferase inhibitors, primary screen, biochemical, AlphaScreen, single concentration, set 2 | Histone-lysine N-methyltransferase NSD2 (Homo sapiens), O96028 | NSD2 peptide methylation, 120 min | inhibition, % at 12.5 µM | 0.54% of 310,000 active | AID 743445, 2014; in the data active = inhibition above about 50%
PKA-R2B activ – activators of PKA-R2B holoenzyme, primary screen, biochemical, fluorescence polarization, Cy5-IP20, human; cAMP-dependent protein kinase catalytic subunit beta (Homo sapiens) + cAMP-dependent …; PKA-R2B holoenzyme dissociation; R2B truncated from residue 108, S112A mutant; 0% DMSO only, 100% 113 µM cGMP; activation, % at 11.4 µM; 0.079% of 340,000 active;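 active = activation above a cutoff set at the mean over all compounds plus 3 SD, cut at about 18% in these data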;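 also: higher means more holoenzyme dissociation and a rise in polarization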
CDK5 inh – inhibitors of human CDK5/p35 kinase, primary screen, biochemical, single concentration. 0.01% of 330,000 active. Recombinant CDK5/p35, ADP-Glo luminescence, 60 min. inhibition, % at 10 µM. Cyclin-dependent kinase 5 (Homo sapiens) + Cyclin-dependent kinase 5 activator 1 (Homo …;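 active = highest replicate inhibition of at least 50% and at least 75% of replicates reaching 50%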;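 also: plate controls were DMSO neutral control for no effect and GW8510 at 10 µM for full effect; many of its hits are not listed in these tables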
Target sequence (Q00535 whole entry, looked up): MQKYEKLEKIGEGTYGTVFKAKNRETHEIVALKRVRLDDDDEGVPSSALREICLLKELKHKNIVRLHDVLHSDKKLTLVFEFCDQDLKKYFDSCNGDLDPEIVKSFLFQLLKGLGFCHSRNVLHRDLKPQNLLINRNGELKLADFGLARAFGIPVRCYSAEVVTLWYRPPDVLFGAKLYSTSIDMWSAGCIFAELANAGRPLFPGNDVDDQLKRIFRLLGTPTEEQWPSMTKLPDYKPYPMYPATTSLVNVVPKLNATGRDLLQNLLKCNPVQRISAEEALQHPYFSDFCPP
Target sequence (Q15078 whole entry, looked up): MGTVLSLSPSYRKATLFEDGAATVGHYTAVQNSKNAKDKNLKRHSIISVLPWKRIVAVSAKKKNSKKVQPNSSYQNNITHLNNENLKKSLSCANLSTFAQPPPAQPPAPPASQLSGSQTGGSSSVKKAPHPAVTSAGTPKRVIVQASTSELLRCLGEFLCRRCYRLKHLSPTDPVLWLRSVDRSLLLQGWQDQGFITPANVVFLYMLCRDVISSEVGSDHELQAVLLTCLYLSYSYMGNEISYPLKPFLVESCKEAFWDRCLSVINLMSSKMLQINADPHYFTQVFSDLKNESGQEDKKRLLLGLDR
SR-BI DiI inh – inhibitors of SR-BI mediated HDL lipid uptake, primary screen, ldlA[mSR-BI] cells, fluorescence, single point; AID 488896, 2010; Scavenger receptor class B member 1 (Mus musculus), Q61009; 0.96% of 320,000 active; ldlA[mSR-BI] CHO cells, DiI-HDL uptake fluorescence, 3 h; inhibition, % at 12.5 µM;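 active = mean replicate inhibition of at least 70% and a set share of replicates each scoring 70 or more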;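 also: 0% = median of neutral control wells and 100% = median of positive control wells; values of inactives mirror those of a sister screen read the other way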
Target sequence (Q61009 whole entry, looked up): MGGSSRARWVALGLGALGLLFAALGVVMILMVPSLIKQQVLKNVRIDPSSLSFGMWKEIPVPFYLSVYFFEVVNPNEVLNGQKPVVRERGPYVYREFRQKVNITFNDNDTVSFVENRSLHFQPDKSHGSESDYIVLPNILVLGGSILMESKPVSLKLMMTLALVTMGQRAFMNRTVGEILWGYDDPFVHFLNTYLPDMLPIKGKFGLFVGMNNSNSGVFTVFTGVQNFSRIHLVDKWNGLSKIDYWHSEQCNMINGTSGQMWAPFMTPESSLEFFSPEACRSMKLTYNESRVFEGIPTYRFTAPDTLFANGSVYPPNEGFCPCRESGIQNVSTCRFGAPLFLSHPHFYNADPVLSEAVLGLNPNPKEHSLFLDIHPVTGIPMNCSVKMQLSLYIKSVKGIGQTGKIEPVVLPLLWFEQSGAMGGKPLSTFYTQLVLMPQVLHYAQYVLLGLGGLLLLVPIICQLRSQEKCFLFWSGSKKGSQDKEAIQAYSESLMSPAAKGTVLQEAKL
PKA-R1A activ – activators of PKA-R1A holoenzyme, primary screen, biochemical, fluorescence polarization, Cy5-IP20, bovine R1A, mouse PKAc | PKA-R1A dissociation; scaled: DMSO 0%, 113 µM cGMP 100% | activation, % at 11.4 µM | 0.083% of 340,000 active | AID 504707, 2011;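 active = percent activation above the mean of all tested compounds plus 3 SD, cut at about 19% in these data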;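 also: higher means more PKAc released from R1A so a rise in polarization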
SR-BI uptake up – activators of SR-BI mediated DiI-HDL uptake, primary screen, ldlA[mSR-BI] CHO cells, DiI fluorescence. 3 h; 100 = double the neutral-control signal. activation, % at 12.5 µM. 0.096% of 320,000 active;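 active = mean replicate activation of at least 60% and every replicate at or above 60%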;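 also: 0% = median plate neutral-control signal and 100% = twice that signal; values of inactives mirror those of a sister screen read the other way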
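Test system: SR-BI-overexpressing, LDLR-lacking CHO cells. Measured by: DiI fluorescence, bottom read. Medium: Ham's F12 with 0.5% BSA, HEPES 25 mM, pH 7.4. Timing: 3 h uptake period with compound, 37 °C.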
Numbers without * were called inactive; . = not tested or not shown.

The first 2 compounds, ahead of the listing:
SMILES	dFosB act	MITF TRPM1 HTS	Arrestin-AP2 inh	Pemphigus Ab inh	Mot1-301 SUMO	NSD2 inh	PKA-R2B activ	CDK5 inh	SR-BI DiI inh	PKA-R1A activ	SR-BI uptake up
COc1ccc(OC)c(S(=O)(=O)NCC(c2ccco2)N2CCc3ccccc32)c1 (centres undefined)	-10.8	8.2	8.9	97.6	-1.3	2.5	-15.1	0.4	-0.8	3.0	0.8
O=C(Nc1cccnc1)c1ccccc1-c1ccccc1	-7.0	0.4	-13.0	113.0	-7.0	-2.5	12.4	-3.8	-17.1	-2.5	17.1

Results (from the top)
SMILES	dFosB act	MITF TRPM1 HTS	Arrestin-AP2 inh	Pemphigus Ab inh	Mot1-301 SUMO	NSD2 inh	PKA-R2B activ	CDK5 inh	SR-BI DiI inh	PKA-R1A activ	SR-BI uptake up
COc1ccc(OC)c(S(=O)(=O)NCC(c2ccco2)N2CCc3ccccc32)c1 (centres undefined)	-10.8	8.2	8.9	97.6	-1.3	2.5	-15.1	0.4	-0.8	3.0	0.8
O=C(Nc1cccnc1)c1ccccc1-c1ccccc1	-7.0	0.4	-13.0	113.0	-7.0	-2.5	12.4	-3.8	-17.1	-2.5	17.1
Cc1ncc(CSc2nccc(=O)[nH]2)c(CO)c1O	3.1	-2.8	0.7	98.0	193.1	-1.0	-2.0	-0.9	.	-3.0	.
C/C(CC(=O)N1CCN(C=O)CC1)=N\NC(=O)c1cccc([N+](=O)[O-])c1	1.0	-11.5	9.2	112.0	.	-1.5	3.1	3.5	-23.5	-1.9	23.5
Cc1occc(=O)c1OC(=O)Nc1ccccc1	2.0	24.9	7.3	99.6	.	-2.8	-11.5	-0.3	-2.7	2.8	2.7
O=C(c1ccc(Cl)s1)N1CCN(c2ccccc2)CC1	-1.4	13.4	1.5	112.9	384.0	.	1.8	0.8	10.2	6.3	-10.2
O=C(NNC(=O)C12CC3CC(CC(C3)C1)C2)c1cccc([N+](=O)[O-])c1	0.7	4.2	-0.9	.	-0.2	-0.4	9.3	2.8	-3.7	1.7	3.7
COc1ccc(C2=NOC(C(=O)N(C)Cc3ccccc3)C2)cc1 (centres undefined)	-7.4	-6.0	0.7	95.4	6.1	1.6	-0.3	-0.4	1.5	-4.5	-1.5
CC1=C(N2CCCCC2)CCC1=O	-0.8	8.2	0.2	102.5	2.8	.	-8.2	0.0	0.9	-6.3	-0.9
CCOc1ccc(NC(=S)N=Nc2c(O)[nH]c3ccccc23)cc1	-0.8	-9.8	-3.4	80.9	2.1	-5.0	0.6	0.1	18.1	4.9	-18.1
COc1cccc(COc2ccc3c(C)cc(=O)oc3c2)c1	-17.5	114.2*	28.9	92.8	-16.7	-2.1	-1.9	-0.2	45.7	-15.1	-45.7
O=C(C1CCN(S(=O)(=O)c2ccccc2F)CC1)N1CCc2ccccc2C1	-3.7	-4.5	12.1	84.7	8.6	0.7	3.4	0.0	-0.5	3.2	0.5
Cc1ccc(NC(=O)NC2CC(=O)N(c3ccc4c(c3)OCCO4)C2)cc1F (centres undefined)	4.5	1.4	24.8	106.0	14.3	-1.1	-6.6	-0.8	18.4	-5.2	-18.4
CCOc1cc(/C=C2\C(=N)N3N=C(C)SC3=NC2=O)ccc1OCCOc1ccccc1	1.2	.	0.6	118.3	10.3	0.5	-5.2	0.3	14.1	9.8	-14.1
CCC(C)C1C(C#N)=C(N)Oc2n[nH]c(C)c21 (centres undefined)	-3.4	-18.5	-11.2	100.9	16.4	.	-7.2	0.4	-0.2	-6.5	0.2
Cc1ccc([N+](=O)[O-])cc1NC(=O)c1ccccc1	-1.9	6.8	-11.9	109.0	5.7	-4.6	4.3	-10.6	17.0	12.2	-17.0
CCC1(CC)Cc2ccccc2C(CC(=O)N2CCOCC2)=N1	-2.5	-3.6	8.9	103.7	2.3	.	8.2	12.3	9.4	0.7	-9.4
Cc1ccc(C)c(OCC(=O)Nn2c(C)nc3ccccc3c2=O)c1	1.6	-2.5	9.1	112.8	7.7	.	-10.0	-3.2	-5.3	-2.4	5.3
COCC(=O)NC1CC(C)(C)Cc2c1cnn2-c1ccc(F)cc1 (centres undefined)	-2.4	.	14.9	119.5	-15.4	-1.3	0.5	-1.1	8.0	1.0	-8.0
O=C(N/N=C/c1c[nH]c2ccccc12)c1ccn(Cc2ccc(Cl)cc2Cl)n1	-8.5	-11.0	-8.7	109.0	28.3	-0.9	3.0	0.3	4.8	-2.8	-4.8
Cc1ccnc(-n2c(C)cc(/C=N/NC(=O)COc3cccc4cccnc34)c2C)c1	-5.5	21.4	9.1	.	-21.7	7.7	2.9	-0.5	53.0	-3.0	-53.0
O=C(CSc1nc2ccccc2c(=O)n1-c1ccccc1)NCc1ccco1	-4.0	-7.8	-5.1	.	-15.8	.	-1.1	1.4	-15.9	-13.3	15.9
O=C(NCc1ccccc1)c1nc[nH]c1C(=O)N1CCc2ccccc2C1	1.8	1.9	1.1	128.3	0.7	.	6.8	-1.7	-18.6	-7.9	18.6
CCN1CCN(C(c2ccc(F)cc2)c2nnnn2Cc2cccs2)CC1 (centres undefined)	0.1	4.1	1.8	105.0	74.1	5.8	6.3	-1.5	-4.5	-4.5	4.5
COc1ccc(/C=C/C(=O)c2ccc(NC3=NCCCS3)cc2)cc1OC	-5.4	-38.3	-0.8	99.5	-17.6	9.9	-8.4	2.0	29.9	6.2	-29.9
CCOC(=O)COc1cc(Br)c(/C=N/Nc2ccccc2)cc1OC	-4.4	-3.1	-11.9	76.2	55.5	7.7	3.8	1.0	68.8	3.4	-68.8
CC(C)Cc1ccc(CN2CCCC(NC(=O)c3cccc(-n4cnnc4)c3)C2)cc1 (centres undefined)	-11.0	13.9	7.5	.	1.5	.	4.9	-1.8	-11.9	-8.1	11.9
Cc1c(CC(=O)O)c(=O)oc2c(C)c(OCc3ccc(F)cc3F)ccc12	-4.6	8.2	4.3	110.5	-3.1	-1.1	-9.9	-4.7	-10.7	-0.4	10.7
CCCNc1nc2nc3ccccn3c(=O)c2cc1C(=O)NCCN1CCOCC1	4.7	2.2	0.2	111.1	5.7	7.7	-3.7	0.2	-6.6	-0.9	6.6
c1ccc(OCc2ccc(CCCN3CCOCC3)cc2)cc1	-2.4	24.5	-6.6	.	176.8	8.1	-16.9	-0.1	-16.7	-15.2	16.7
Cc1cc(NC(=O)CSc2nnc(-c3ccoc3C)o2)no1	-3.2	2.3	0.6	101.7	-7.4	-0.2	-5.6	1.3	-10.1	-8.9	10.1
CSc1cccc(NC(=O)CNC(=O)C2CCCCC2)c1	-3.1	-3.3	-9.2	106.8	-0.2	-1.4	-1.6	-0.2	-6.2	1.8	6.2
COc1ccc(NS(=O)(=O)c2cccc(NC(=O)NCCCl)c2)cc1	-4.3	-4.9	16.8	113.6	-21.5	0.8	-0.7	-0.3	8.7	-7.6	-8.7
CC1NC(=S)N(C2CCCCC2)C1=O (centres undefined)	1.9	0.2	8.5	92.0	29.9	8.3	0.5	-0.3	0.6	6.9	-0.6
COC(=O)c1cccc(NC(=S)Nc2ccc(Cl)c(Cl)c2)c1	0.1	.	18.9	98.8	51.9	-6.6	4.2	1.3	13.4	-16.6	-13.4
Cc1ccc(C)c(Nc2nn3c(=O)c4ccc(C(=O)NCc5cccnc5)cc4nc3s2)c1	98.7*	4.4	-21.1	101.6	-1.8	-2.9	-0.2	.	-3.1	8.9	3.1
CCOC(=O)c1c(C)c(C(=O)N(C)C2CCCCC2)c(C)n1C	-3.1	-7.4	1.9	96.9	6.1	8.3	-6.5	1.8	-6.3	-2.0	6.3
CCn1c(=N)n(CCOc2ccc(OC)cc2)c2ccccc21	-3.4	.	11.7	96.2	-14.2	-1.5	5.1	1.4	-19.9	-8.1	19.8
CCN1C(=O)c2cccc3c(S(=O)(=O)NCC4CCCO4)ccc1c23 (centres undefined)	-1.8	-5.6	-4.3	100.1	881.1	-1.7	11.1	0.4	3.8	3.9	-3.8
CC1(c2ccc(Cl)cc2)NC(=O)N(CC(=O)NC2CCCCC2)C1=O (centres undefined)	-0.9	-13.0	-4.2	.	-7.5	3.8	0.0	0.2	-7.7	-7.9	7.7
O=C1c2ccccc2NC(c2ccc(Br)o2)N1O (centres undefined)	-7.5	.	-9.2	87.7	-14.1	.	4.3	-0.3	-2.9	-7.5	2.9
CC(=O)N1CCN(c2ccc(NC(=O)c3cccc(OCc4ccccc4)c3)cc2)CC1	-6.5	-14.7	7.4	113.2	11.8	2.7	-0.3	-1.7	12.4	-2.2	-12.4
O=C1NC(=O)c2c(Br)c(Br)c(Br)c(Br)c21	4.8	1.4	2.5	115.4	.	-0.1	-5.0	-0.7	-5.9	7.6	5.9
O=C(COC(=O)c1ccccc1NCCO)NCCc1ccccc1	-12.4	-2.3	5.0	96.8	-7.5	-6.5	0.1	1.2	-27.3	-2.1	27.3
O=C(c1ccccc1F)N1CCN(c2ccccc2F)CC1	0.2	.	16.1	97.0	-19.0	-9.1	-1.6	-0.7	-9.1	-4.6	9.1
CCOC(=O)c1ccccc1NC(=O)c1ccc(NS(C)(=O)=O)cc1	-24.2	-4.0	2.3	90.8	29.3	1.5	-2.3	-3.9	26.1	-8.8	-26.1
O=C1CNC(=O)/C(=C\c2ccccc2)N1	0.0	-1.4	-2.8	96.4	-1.0	-3.1	-5.4	0.9	.	6.8	.

Only SR-BI uptake up, NSD2 inh and Mot1-301 SUMO, for some of the entries so far:
SMILES	SR-BI uptake up	NSD2 inh	Mot1-301 SUMO
O=C1c2ccccc2NC(c2ccc(Br)o2)N1O (centres undefined)	2.9	.	-14.1
CC(=O)N1CCN(c2ccc(NC(=O)c3cccc(OCc4ccccc4)c3)cc2)CC1	-12.4	2.7	11.8
O=C1NC(=O)c2c(Br)c(Br)c(Br)c(Br)c21	5.9	-0.1	.

Screening data from PubChem.
